Screening data as filed in PubChem BioAssay.
M. tuberculosis HTS: M. tuberculosis growth inhibition, HTS (AID 449762) | M. tuberculosis H37Rv growth inhibition, 7H9 media; higher % means a stronger effect | inhibition, % at 25 µM, or IC50 in µM where a hit was titrated | 330,000 compounds, 0.59% hits; in the data active = a potency from the dose series; inconclusive = inhibition above about 70% without an active follow-up result;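 note: bacterial growth assessed after seven days of incubation; strong numbers were not always called active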
influenza NS1A: NS1A inhibition, H1N1 influenza, cell based functional assay (AID 504329); NS1A functional cell-based assay, percent inhibition; higher % means a stronger effect; inhibition, % at 12.5 µM, or IC50 in µM where a hit was titrated; 340,000 compounds, 0.3% hits; in the data active = a potency from the dose series; inconclusive = inhibition above about 27% without an active follow-up result; note: strong numbers were not always called active
Salmonella PhoP GFP: PhoP regulon inhibitors, Salmonella typhi PhoP promoter GFP reporter, confirmatory (AID 1850); Salmonella Typhi PhoP-promoter GFP reporter, fluorescence, 4 h; higher % means a stronger effect; inhibition, % at 50 µM, or IC50 in µM where a hit was titrated; 310,000 compounds, 0.33% hits; in the data active = a potency from the dose series; inconclusive = inhibition mostly from about 25% at the one dose, without a potency; inactive = the rest, 99 in 100 with inhibition below about 19%;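 note: 0% = induced wells with vehicle and 100% = uninduced wells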
M. tuberculosis: growth inhibition of non-replicating M. tuberculosis (AID 488890); inhibition, % at 25 µM, or IC50 in µM where a hit was titrated; 320,000 compounds, 0.39% hits; Mycobacterium tuberculosis non-replicating, growth inhibition; higher % means a stronger effect; in the data active = a potency from the dose series; inconclusive = inhibition mostly from about 82% at the one dose, without a potency; inactive = the rest, 99 in 100 with inhibition below about 76%;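 note: plate controls were DMSO cells for no effect and high antibiotic wells for full effect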
VEEV TC-83 Vero: inhibitors of VEEV TC-83 cytopathic effect, confirmation, Vero cells (AID 588727). Vero cells, VEEV TC-83 cytopathic effect inhibition; higher % means a stronger effect. one-dose inhibition, % at 20 µM; IC50 in µM for titrated hits. 350,000 compounds, 0.13% hits; in the data active = a potency from the dose series; inconclusive = inhibition mostly from about 14% at the one dose, without a potency; inactive = the rest, 99 in 100 with inhibition below about 12%; note: strong numbers were not always called active
VEEV TC-83 Vero 10K pilot screen: also measured in VEEV TC-83 Vero; calls as there; inhibition, %; measured here: 10K pilot screen inhibition
Starred values were filed as active, the others as inactive; i = inactive; u = inconclusive; x = no result given.

SMILES | M. tuberculosis HTS | influenza NS1A | Salmonella PhoP GFP | M. tuberculosis | VEEV TC-83 Vero | others
COc1ccc(OC)c(NC(=O)c2c3c(nc4ccccc24)CCC3)c1 | x | 5% | -7% | x | 2.9%
CN(C)c1cccc(C(=O)NCC2CCCO2)c1 (stereo unspecified) | 1% | -6% | -1% | 16% | i
Cc1cc(C)c(-c2cc(NC(=O)COC(=O)c3ccc(NC(=O)CC#N)cc3)n(-c3ccccc3)n2)cc1C | 4% | 1% | -7% | 5% | 7.1%
CCCCC(CC)CNC(=O)c1[nH]c(C)c(C(C)=O)c1C (stereo unspecified) | 2% | 10% | 14% | 46% | 0.3%
O=S1(=O)CCN2C(=N1)Sc1c2ccc2c1CCCC2 | -7% | -4% | 10% | 2% | i
O=C(CCc1ccccc1O)NC1CCCc2ccccc21 (stereo unspecified) | 14% | 9% | -5% | 11% | i
CCCCS(=O)(=O)NC1=NCN(CC)CN1 | 1% | 5% | 6% | -1% | 0.0%
COC(=O)c1cc(S(=O)(=O)NCC2CCN(Cc3cccc(F)c3)CC2)cn1C | -5% | 1% | 5% | -10% | i
CC(=O)Nc1sc2c(c1C(c1cccc(Cl)c1)N1CCN(CCO)CC1)CCCC2 (stereo unspecified) | 57% | 4% | 4% | 52% | 0.0%
CCOc1ccc(NC(=S)Nc2ccc(OC(F)(F)F)cc2)cc1 | u | 3% | -3% | 79% | 2.1%
CC1(C)OC(=O)C(=CNCC(O)c2ccccc2)C(=O)O1 (stereo unspecified) | -3% | -2% | -9% | 4% | 0.3%
O=C(Nc1c(C(=O)Nc2cccc(F)c2)oc2ccccc12)c1ccc2c(c1)OCO2 | -11% | -7% | -2% | 24% | i
CCCCn1c(N)c(N(CCOC)C(=O)c2ccc(-c3ccc(Cl)cc3)o2)c(=O)[nH]c1=O | 56% | 12% | -5% | 40% | 10%
O=[N+]([O-])c1ccc(OS(=O)(=O)Cc2ccccc2)cc1 | 4% | -11% | -5% | 69% | 0.1%
CC(C)(C)NC(=O)C(c1c[nH]c2ccccc12)N(C(=O)Cn1nnc(-c2ccc(Cl)cc2)n1)c1ccccc1F (stereo unspecified) | 3% | 4% | -10% | 77% | 3.9%
CCOc1ccccc1NC(=O)NC(C)c1ccc2c(c1)OCO2 (stereo unspecified) | -12% | 6% | -4% | 14% | 0.8%
CCc1nnc(NC(=O)c2ccc(NS(=O)(=O)c3ccccc3)cc2)s1 | -19% | 0% | 13% | 6% | 4.1%
CCOC(=O)C(C)Sc1ccc2nnc(-c3ccc(F)cc3)n2n1 (stereo unspecified) | -6% | -9% | -16% | 6% | i
COc1ccc(S(=O)(=O)Cc2ccc(C(=O)N3CCN(c4cc(C)ccc4C)CC3)o2)cc1 | -3% | -14% | -2% | 18% | 2.2%
Cc1cccc([N+](=O)[O-])c1NC(=O)COC(=O)C1CCCO1 (stereo unspecified) | 0% | 0% | x | 24% | 1.3%
COc1ccc(NS(=O)(=O)c2cccc(C(=O)OCC(=O)N3CCN(c4ccc(OC)cc4)CC3)c2)cc1 | 14% | 0% | -2% | 7% | 5.3%
CCC1CCCCN1CCNS(=O)(=O)c1ccc2c(c1)oc(=O)n2C (stereo unspecified) | 2% | -6% | -11% | -5% | 0.0%
COc1ccc(C(CNC(=O)Nc2ccccc2)N2CCN(C)CC2)cc1 (stereo unspecified) | -1% | -1% | -2% | -6% | 0.7%
COc1cccc(OC)c1C(=O)NC(=S)NCc1ccccc1 | 0% | -10% | 4% | -1% | i
C/C(=N\O)C(C)(C)Nc1cccc(F)c1 | -5% | -2% | 0% | -3% | 4.1%
COc1ccc(NC(=S)N2CCNC(=O)C2CC(=O)Nc2cccc(Cl)c2C)cc1 (stereo unspecified) | 8% | -7% | 2% | x | 0.4%
CCN(CC)c1ccc(C(=O)NNC(=O)CN2C(=O)NC3(CCCCC3)C2=O)cc1 | 10% | -11% | -5% | 0% | 3.3%
Cc1ccc(/C=C2/NC(=O)N(Cc3ccccc3)C2=O)o1 | -3% | 1% | -4% | 5% | 2.2%
Cc1ccc(NC(=O)CCNS(=O)(=O)c2ccc3[nH]c(=O)oc3c2)c(C)c1 | 11% | -4% | 2% | -10% | 0.3%
CN(CC(=O)Nc1ccccc1Br)C(=O)c1n[nH]c2ccccc12 | x | 0% | x | x | 0.0%
Cc1cc2c(NC(=O)CCCC(=O)O)cccc2nn1 | -2% | 3% | 4% | 1% | 1.9%
COc1cc(/C=C/C(=O)NC(C)(C)C)ccc1OCc1ccccc1 | 16% | -8% | -8% | 39% | 3.6%
N=c1c2c(n(Cc3ccc(Cl)c(Cl)c3)c3c1CCC3)CCCC2 | 15% | 1% | 37µM* | 32% | 1.3%
CCC(=O)Nc1cccc(NC(=O)CSc2nnc(-c3ccc(NS(C)(=O)=O)cc3)n2CC)c1 | -21% | -2% | 4% | 2% | i | VEEV TC-83 Vero 10K pilot screen=0.8
CCOc1ccccc1C1c2[nH]c3ccccc3c2C[C@H]2C(=O)N(C3CC3)CC(=O)N12 (stereo partly specified) | -9% | -6% | 8% | 25% | 0.4%
COc1cc(OC)cc(C(=O)NCCc2cnc[nH]2)c1 | 0% | -2% | -3% | -10% | 3.1%
O=C(NC1C2CCCC1CN(C1CC1)C2)c1ccc(Cl)cc1 (stereo unspecified) | 15% | -3% | 4% | u | i
CC(C)=CCN1CCN(Cc2cccc3nccnc23)CC1CCO (stereo unspecified) | -5% | 0% | 22% | 27% | 44%
CC1CC(C)(C)NC(=S)N1CCC(=O)Nc1ccc2c(c1)OCCO2 (stereo unspecified) | -3% | -2% | 2% | -16% | i
CCC[C@@H]1CCCO[C@@](C(=O)NCc2cc(C)n(C)n2)(C(F)(F)F)C1 | 3% | -6% | 7% | -5% | i
O=C(NCCc1ccccc1)C(c1ccccc1F)N(C(=O)c1csnn1)C1CC1 (stereo unspecified) | -5% | 12% | -5% | -2% | 0.5%
O=C1NC(=NCc2ccccc2)S/C1=C/c1ccc(O)cc1 | 1% | 5% | -3% | 8% | 6.9%
CCC(C)NS(=O)(=O)c1ccc(S(=O)(=O)N2CC=C(c3ccc(F)cc3)CC2)cc1 (stereo unspecified) | 5% | 3% | -4% | 37% | i
COc1cccc(N2CCN(c3c4c(nc5ncnn35)CCC4)CC2)c1 | -1% | 1% | 1% | 9% | i
COC(=O)c1cc(S(=O)(=O)Nc2cccc(S(N)(=O)=O)c2)oc1C | -7% | 0% | -4% | 0% | 0.3%
O=C(O)c1ccc(N2CCS(=O)(=O)CC2)cc1 | -3% | -17% | -2% | -10% | 0.0%
Cc1ccc2nsnc2c1NC(=O)CCl | u | -2% | -11% | 58% | u
CCCCCCCCCCCCCC(=O)NO | x | -8% | x | x | 5.6%
Cn1cccc1/C=N/N1CCN(Cc2ccc(Cl)cc2)CC1 | 4% | 22% | 3% | 22% | 0.3%
COc1ccc(Oc2coc3c(CN(C)C)c(O)ccc3c2=O)cc1 | -4% | 4% | 0% | -9% | 0.8%

An excerpt from above in order of SMILES length, smallest number first.
SMILES | M. tuberculosis HTS | influenza NS1A | Salmonella PhoP GFP | M. tuberculosis | VEEV TC-83 Vero | others
Cc1cc2c(NC(=O)CCCC(=O)O)cccc2nn1 | -2% | 3% | 4% | 1% | 1.9%
CCOc1ccc(NC(=S)Nc2ccc(OC(F)(F)F)cc2)cc1 | u | 3% | -3% | 79% | 2.1%
COc1ccc(C(CNC(=O)Nc2ccccc2)N2CCN(C)CC2)cc1 (stereo unspecified) | -1% | -1% | -2% | -6% | 0.7%
Cc1cccc([N+](=O)[O-])c1NC(=O)COC(=O)C1CCCO1 (stereo unspecified) | 0% | 0% | x | 24% | 1.3%
COc1ccc(NC(=S)N2CCNC(=O)C2CC(=O)Nc2cccc(Cl)c2C)cc1 (stereo unspecified) | 8% | -7% | 2% | x | 0.4%
CC(C)(C)NC(=O)C(c1c[nH]c2ccccc12)N(C(=O)Cn1nnc(-c2ccc(Cl)cc2)n1)c1ccccc1F (stereo unspecified) | 3% | 4% | -10% | 77% | 3.9%

Remaining list, next part.
SMILES | M. tuberculosis HTS | influenza NS1A | Salmonella PhoP GFP | M. tuberculosis | VEEV TC-83 Vero | others
COC(=O)COc1cc(OCC(=O)OC)c2c(-c3ccccc3)cc(=O)oc2c1 | 25% | -11% | 8% | 77% | 0.2%
CC(C)(C)C(=O)Nc1ccccc1N1CCN(c2ccc(F)cc2)CC1 | 14% | -10% | -5% | -6% | i
Cc1csc(NC(=O)Cc2c[nH]c3ccccc23)n1 | 1% | 2% | -5% | 7% | 8.1%
O=C(Cn1c(=O)n(Cc2ccccc2)c(=O)c2ccccc21)NCc1ccco1 | -2% | 0% | 2% | -4% | 2.1%
COc1ccc(CNC(=O)c2ccc(C(C)(C)C)cc2)cc1 | 0% | -3% | 6% | 17% | 2.2%
CC1CCc2c(sc3nc(C4CC4)nc(N4CCN(C(=O)c5ccco5)CC4)c23)C1 (stereo unspecified) | u | -5% | -7% | x | 8.0%
Cc1c(NC(=O)C(C)Oc2ccc(Br)cc2Cl)c(=O)n(-c2ccccc2)n1C (stereo unspecified) | -6% | -8% | -3% | -7% | 0.6%
CCn1nc(C)c(CNC(=O)Nc2ccccc2C(=O)OC)c1C | -4% | -1% | -6% | -9% | i
CC(C)CNC(=O)C1(N2C(=O)c3ccccc3C2=O)CCCC1 | x | -4% | x | x | 1.1%
CCCCC1(COC(=O)CCC(=O)O)C(=O)N(c2ccccc2)N(c2ccccc2)C1=O | 2% | 3% | 9% | -9% | 1.0%
Cc1ccc(C2(C)NC(=O)N(CC(=O)Nc3ccc4c(c3)CCC4)C2=O)cc1 (stereo unspecified) | -14% | -1% | x | -6% | 1.1%
COc1ccc(CCN(C)C(=O)C2CCN(Cc3ccc(C)cc3)CC2)cc1OC | 3% | -5% | 7% | 1% | 2.3%
CCOC(=O)N1CCN(C(=O)Cn2ncn3nc(-c4cccs4)cc3c2=O)CC1 | 2% | 21% | 1% | -6% | 3.9%
Oc1c(C=Nc2ccccc2)sc2ccccc12 | 5% | 0% | -10% | -9% | 0.4%
CSCCC(NC(=O)c1ccccc1Cl)C(=O)N1CCCCCCC1 (stereo unspecified) | -9% | -17% | x | 0% | 0.7%
O=C(c1ccc(Cl)cc1)N1CCN=C1c1ccccc1 | -3% | 1% | -8% | -11% | 0.1%
Cc1ccc(S(=O)(=O)NC(C)C(=O)NC(C)c2cccs2)cc1 (stereo unspecified) | -4% | 3% | -17% | 0% | 1.6%
CCN(CC)CCNC(=O)c1c(C)oc2cc(Br)c(OC)cc12 | -4% | -3% | 3% | 2% | 2.2%
COc1ccc2c(=O)c3c(=O)n(CCc4ccccc4)c(C(C)C)nc3oc2c1 | -5% | -4% | 6% | -12% | 0.9%
Cn1c2ccccc2c(=O)c2c(=O)n(Cc3ccco3)c(-c3ccc(Cl)cc3Cl)nc21 | u | x | 6% | 73% | x

Quoted at random: 2 records from the list
SMILES | M. tuberculosis HTS | influenza NS1A | Salmonella PhoP GFP | M. tuberculosis | VEEV TC-83 Vero | others
Cc1ccc(C2(C)NC(=O)N(CC(=O)Nc3ccc4c(c3)CCC4)C2=O)cc1 (stereo unspecified) | -14% | -1% | x | -6% | 1.1%
CCOC(=O)N1CCN(C(=O)Cn2ncn3nc(-c4cccs4)cc3c2=O)CC1 | 2% | 21% | 1% | -6% | 3.9%

Next structures
SMILES | M. tuberculosis HTS | influenza NS1A | Salmonella PhoP GFP | M. tuberculosis | VEEV TC-83 Vero | others
COc1ccccc1CNC(=O)C1CC2Cn3c(nc4ccccc43)C2N1C (stereo unspecified) | -1% | -10% | 5% | 24% | 0.8%
CCCNS(=O)(=O)c1ccc(OCC(=O)N2CCN(Cc3ccc4c(c3)OCO4)CC2)cc1 | 6% | 0% | -1% | 1% | 0.8%
CC1(C)CC(=O)c2cc(O)ccc2O1 | -6% | 8% | 6% | 17% | 0.1%
O=C(NCCCNc1ccnc2cc(Cl)ccc12)c1ccccc1F | 1% | -4% | 55% | 5% | 0.5%
O=c1[nH]c2ccccc2cc1CN(Cc1ccco1)S(=O)(=O)c1ccccc1 | -3% | 0% | 11% | 1% | 1.9%
Cc1cccc(N/C=C/c2onc(C)c2[N+](=O)[O-])c1 | 1% | 6% | -28% | -1% | 0.8%
CCOC(=O)[C@]12Cc3cc(OC)c(OC)cc3[C@H]1N(Cc1ccccc1)C(=O)c1ccccc12 | x | 3% | x | x | 3.6%
Cc1ccn2c(=O)nc(SCC(=O)N3CCCCC3)nc2c1 | -2% | 4% | 7% | 8% | i
COc1ccc(/C=C/C(=O)NC(C)CCc2ccccc2)cc1 (stereo unspecified) | 3% | 0% | 6% | 38% | 0.8%
CC(=O)c1ccc(Nc2c(C)n(C)n(-c3ccccc3)c2=O)cc1 | -6% | 2% | 0% | -3% | 1.6%
CN(C)CCCNC(=S)NCCNc1nc2cc3c(cc2cc1C#N)OCO3 | 1% | -7% | 2% | 21% | 6.7%
